# AddAB inh – less growth of phage-infected E. coli with AddAB. E. coli expressing H. pylori AddAB, absorbance growth. inhibition, % at 11.9 µM. actives 0.29% (n = 330,000); in the data active = inhibition above about 12%;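 also: 0% = vehicle wells of infected cells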
# Tat export inh – E. coli Tat transport inhibition; actives 0.036% (n = 340,000); inhibition, % at 10 µM; E. coli MC4100 TorA-mCherry Tat export, fluorescence;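 active = mean replicate inhibition at least 50% and at least half of replicates individually reaching 50%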;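 also: exported cargo escapes ClpAP degradation while cytoplasmic cargo is degraded and loses fluorescence; 0% = median of neutral control wells and 100% = median of NaSCN control wells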
# PKA-R2B act – activates the human PKA-R2B holoenzyme complex; P22694+P31323; PKA-R2B holoenzyme dissociation, Cy5-IP20 fluorescence polarization; R2B truncated from residue 108, S112A mutant; 0% DMSO only, 100% 113 µM cGMP; activation, % at 11.4 µM; actives 0.079% (n = 340,000); AID 504700;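 active = activation above a cutoff set at the mean over all compounds plus 3 SD, cut at about 18% in these data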;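 also: higher means more holoenzyme dissociation and a rise in polarization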
# E coli growth – counter-screen for AddAB inhibitors: E. coli growth inhibition; E. coli V3065 growth, OD600 absorbance, 18 h; inhibition, % at 11.9 µM; actives 0.27% (n = 330,000); AID 449728;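 active = inhibition above the campaign's mean inhibition across all tested compounds plus 3 SD, cut at about 9.9% in these data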;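 also: uninfected addAB+ strain grown without phage in ampicillin broth; 0% = DMSO wells and 100% = ciprofloxacin 0.95 µg/ml wells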
# phage Ecoli inh – E. coli growth loss with phage present; inhibition, % at 11.9 µM; growth absorbance; actives 0.26% (n = 360,000); in the data active = inhibition above about 11%
# PKA-R1A act – activators of PKA-R1A complex | P00514+P68181 | PKA-R1A dissociation, Cy5-IP20 fluorescence polarization; scaled: DMSO 0%, 113 µM cGMP 100% | activation, % at 11.4 µM | actives 0.083% (n = 340,000);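 active = percent activation above the mean of all tested compounds plus 3 SD, cut at about 19% in these data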;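 also: higher means more PKAc released from R1A so a rise in polarization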
# HTR5A inv ag – inverse agonist of human HTR5A in OPRM1-OPRD1 counter-screen | AID 504634 | inhibition, % at 9.3 µM | actives 0.083% (n = 340,000) | P47898 | HTR5A cell line, luminescence, inverse agonism; in the data active = inhibition mostly above about 23%, no sharp cut-off; inactive = mostly below about 18%;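 also: 0% = cells with DMSO and 100% = no-cell wells with DMSO; some compounds called inactive have numbers as strong as hits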
# Mot1-301 SUMO – inhibitors of SUMOylation pathway: yeast Mot1-301 growth rescue. S. cerevisiae Mot1-301 growth rescue, ATP luminescence, 38.5C; percent above DMSO median, 100 means doubled. growth rescue, % at 18.8 µM. actives 1% (n = 320,000);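 active = every valid replicate shows activation above 250% relative to neutral control wells; inactive = the rest, any valid replicate at or below 250%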;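 also: OY570 slx delta 5 strain wells were the positive control but not used for scaling; some compounds called inactive have numbers as strong as hits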
# MOR-DOR inv ag – mu-delta opioid heterodimer inverse agonism | P35372+P41143 | cell-based MOR-DOR heterodimer luminescence | inhibition, % at 9.3 µM | actives 0.21% (n = 340,000); in the data active = inhibition above about 22%, passing the limit was not always enough;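 also: 0% = cells with DMSO and 100% = wells without cells with DMSO; values of inactives mirror those of a sister screen read the other way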
# Target sequence (P35372 whole entry, looked up): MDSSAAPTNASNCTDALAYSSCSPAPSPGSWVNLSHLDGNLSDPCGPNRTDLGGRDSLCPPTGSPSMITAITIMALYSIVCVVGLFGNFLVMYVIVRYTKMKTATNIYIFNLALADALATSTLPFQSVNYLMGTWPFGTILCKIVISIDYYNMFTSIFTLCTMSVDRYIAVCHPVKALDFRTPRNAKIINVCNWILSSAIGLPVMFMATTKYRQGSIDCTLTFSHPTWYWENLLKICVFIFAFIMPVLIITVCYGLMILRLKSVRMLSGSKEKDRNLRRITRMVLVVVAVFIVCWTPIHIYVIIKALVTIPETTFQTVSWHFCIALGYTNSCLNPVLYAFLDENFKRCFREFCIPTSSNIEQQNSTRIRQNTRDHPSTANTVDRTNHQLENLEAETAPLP
# Target sequence (P41143 whole entry, looked up): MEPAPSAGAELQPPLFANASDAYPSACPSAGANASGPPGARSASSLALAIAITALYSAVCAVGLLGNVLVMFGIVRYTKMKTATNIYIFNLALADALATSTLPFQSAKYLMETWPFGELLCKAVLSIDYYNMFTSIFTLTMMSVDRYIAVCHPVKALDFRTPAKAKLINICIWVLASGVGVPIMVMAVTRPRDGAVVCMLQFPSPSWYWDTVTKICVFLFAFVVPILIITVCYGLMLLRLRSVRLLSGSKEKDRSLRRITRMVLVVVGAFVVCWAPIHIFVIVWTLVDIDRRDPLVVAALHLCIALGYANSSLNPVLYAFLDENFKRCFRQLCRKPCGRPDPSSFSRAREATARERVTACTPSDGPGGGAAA
# PfHsp90 set2 – reduces growth (ATP signal) of yeast expressing P. falciparum Hsp90; S. cerevisiae expressing PfHsp90, BacTiter-Glo ATP, 48 h; yeast lacking PDR1 and PDR3 efflux regulators; actives 0.32% (n = 310,000); inhibition, % at 9.4 µM;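 active = every replicate shows inhibition above about 80%, whatever the replicate mean, limit read from the data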;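 also: 0% = DMSO neutral controls and 100% = 20 µM radicicol positive controls; yeast relying on Plasmodium falciparum Hsp90 in place of its own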
# MOR-DOR ag – agonists of human mu-delta opioid receptor heterodimerization | actives 0.3% (n = 340,000) | cells, OPRM1-OPRD1 heterodimerization, luminescence | AID 504326 | P35372+P41143 | activation, % at 9.3 µM; in the data active = activation above about 18%;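 also: 0% = vehicle-treated cells and 100% = reference agonist; values of inactives mirror those of a sister screen read the other way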
# * hit, by the source's call; i = inactive; · = not tested or not shown.
compound	Tat export inh	AddAB inh	PKA-R2B act	PKA-R1A act	HTR5A inv ag	MOR-DOR ag	phage Ecoli inh	MOR-DOR inv ag	E coli growth	PfHsp90 set2	Mot1-301 SUMO
Cc1c(C)c2ccc(OCC(=O)c3ccccc3)cc2oc1=O	-5.1	-0.7	8.9	-3.8	-9.6	-1.2	0.1	5.6	-1.3	-17.0	4.7
COc1ccc(-n2nc(C(=O)NCC(=O)NC3CCCCCC3)c3ccccc3c2=O)cc1OC	-4.5	4.9	-11.2	0.3	-9.4	-1.5	1.5	9.7	2.4	-2.1	288.4
C/C(=N/NC(=O)CNC(=O)c1ccccn1)c1ccc([N+](=O)[O-])cc1	1.5	1.6	5.1	-2.1	1.0	1.8	3.9	-10.2	0.2	-16.8	-5.9
Cc1ccc(C)c(CN2C(=O)c3ccccc3S(=O)c3ccc(C(=O)NCCCN4CCCC4)cc32)c1 (stereo unspecified)	6.6	2.9	-0.4	3.6	-6.2	-2.9	1.4	15.9	-0.7	5.9	60.7
CCc1ccc(Oc2cc(Cl)nc(N)n2)cc1	6.5	5.2	-7.4	-12.4	4.2	3.2	3.2	-15.2	-0.8	-0.4	-6.2
COC(=O)c1sccc1NC(=O)CC1C(=O)NCCN1C(=O)c1ccc(C)c(C)c1 (stereo unspecified)	3.8	2.9	-14.2	-0.9	0.8	-2.5	-0.1	12.9	-1.5	3.5	-13.7
CSCCC(C(=O)NCc1cccs1)N1C(=O)c2ccccc2C1=O (stereo unspecified)	-5.3	0.3	4.0	0.0	-3.1	-0.6	0.2	3.4	0.4	11.4	·
O=C(Nc1ccc(S(=O)(=O)N2CCOCC2)cc1)c1cc(-c2ccccc2O)n[nH]1	-1.5	1.0	6.9	-0.3	-11.1	0.1	1.9	-0.7	2.0	6.3	-7.6
COc1ccc(C2(C(=O)Nc3ccc(S(N)(=O)=O)cc3)CCCC2)cc1	0.3	3.4	-6.2	-19.9	-13.1	-3.5	5.0	18.1	0.2	15.3	-1.1
COCCCNC(=O)CN1C(=O)COc2ccc(S(=O)(=O)N3CCOCC3)cc21	3.8	3.4	9.1	0.5	-8.8	-0.7	1.0	3.3	0.7	21.4	·
COc1ccc(/C=C/C2=CC(C)(C)NC(=S)N2)c(OC)c1	4.1	1.6	-13.5	-0.8	11.9	1.5	4.3	-8.2	0.2	9.4	9.2
COc1ccc2c(c1)CCC/C2=N\NC(=O)c1ccoc1C	-10.7	3.1	3.4	-0.9	2.1	-1.1	2.1	5.6	-1.3	0.0	7.6
Cc1cc(N2CCCC2=O)cc(C)c1S(=O)(=O)Nc1c(C)nn(C)c1C	27.5	2.4	-4.3	9.0	8.5	-3.4	3.2	17.3	-1.0	-14.1	-6.2
COc1cccc(C(=O)N(C)c2nnc(-c3ccncc3)s2)c1	-5.0	0.6	-5.5	-0.9	-35.2	-2.1	0.7	11.8	0.2	30.8	1.0
Cc1ccccc1-n1c(CSC(=N)N)nc2ccccc2c1=O	-7.5	1.5	-5.3	-3.7	-0.6	-2.4	0.3	15.3	-0.2	-14.9	-1.8
CCOC(=O)N1CCN(C(=O)c2oc3ccc(S(=O)(=O)N4CCCCCC4)cc3c2C)CC1	11.7	1.8	-11.1	-6.6	-19.6	0.0	0.8	0.0	1.3	68.7	13.4
Cc1c(NC(=S)NC(=O)CC(C)C)c(=O)n(-c2ccccc2)n1C	-0.6	-1.4	2.8	-4.5	10.1	0.0	0.9	-0.1	-0.2	-21.0	·
CCN(CC)CCCNC(=O)c1cc2c(=O)n(C)c3ccccc3c2n1C	0.2	1.3	-8.2	-3.5	-7.0	1.3	1.8	-6.5	-1.7	2.5	3.4
O=C1/C(=C\c2ccc(Cl)c(Cl)c2)CN(C(=O)CCN2CCOCC2)C/C1=C/c1ccc(Cl)c(Cl)c1	14.1	·	-2.5	-0.5	-13.5	-8.5	0.7	37.3	·	107.3*	·
CCN(CC)c1ccc2cc(C(N)=O)c(=O)oc2c1	0.1	2.2	-1.5	-2.7	20.9	0.7	5.0	-4.1	-0.2	-1.9	-13.2
O=C(CN1CCOCC1)NNC(=O)c1ccc(Cl)cc1	4.7	-0.7	-8.0	3.9	2.4	-3.6	-3.0	13.3	-1.1	-3.1	-17.7
Cc1nn(S(=O)(=O)c2ccc(Cl)cc2)c(C)c1Sc1ccc([N+](=O)[O-])cc1	-5.1	5.4	0.6	4.4	6.7	0.8	2.8	-4.5	-2.6	-19.5	-20.3
N#Cc1cnn2ccn(C3OC(CO)C(O)C3O)c12 (stereo unspecified)	3.0	3.2	-1.4	-0.1	-11.1	-1.9	7.4	10.5	0.5	14.6	-6.6
C=CCSc1nnc(NC(=O)c2c(CC)noc2C)s1	7.3	1.0	-6.4	-0.7	14.8	-0.9	1.4	5.5	0.6	14.0	-4.0
CC(C)n1cnc2c(Nc3ccc(C(=O)O)cc3)nc(Cl)nc21	-4.0	1.3	-8.4	-1.7	-7.9	-2.0	-1.5	11.8	-1.0	4.3	6.3
O=C(CSc1nc(-c2ccccc2)ns1)N1CCOCC1	-1.6	4.0	-0.3	-6.3	8.1	-0.7	1.8	3.3	0.0	5.5	-17.3
CCOc1cc2c(cc1O)C(=NOC)CC1C2CCC2(C)C(O)CCC12 (stereo unspecified)	3.6	·	-4.5	-8.0	-22.4	1.5	3.8	-7.4	·	10.3	·
CC(C)C(c1nnnn1Cc1ccccc1)N1CCN(Cc2ccc3c(c2)OCO3)CC1 (stereo unspecified)	-3.7	2.4	4.6	4.9	-7.7	1.3	3.0	-6.1	2.3	1.4	-3.7
CCOc1cc(NC(=S)NC)c(OCC)cc1NC(=O)c1cccs1	-2.3	2.8	-6.7	-3.0	16.3	-2.8	2.8	15.0	1.4	-8.1	-11.3
C/C(=N/NC(=O)CNC(=O)c1ccco1)c1ccc(Cl)cc1	5.0	6.5	12.9	-9.3	4.2	-0.8	0.8	3.9	2.4	-34.7	13.5
Cc1nn(-c2ccccc2)c(/N=C/c2ccccc2O)c1-c1ccccc1	-11.7	-1.4	-7.5	-5.6	13.2	-1.4	2.9	9.8	-0.3	7.9	-11.8
O=C(c1cc(F)ccc1F)C1CCCN(C(=O)CCN2CCCCO2)C1 (stereo unspecified)	-7.2	2.6	5.9	9.2	5.3	-0.1	3.3	0.7	2.7	8.1	-9.5
O=C(Nc1ccccc1N1CCCCC1)c1cc(S(=O)(=O)N2CCOCC2)ccc1F	10.6	·	-2.9	-15.3	4.0	-4.2	-2.7	20.5	·	1.4	·
COc1ccc(C2=CC(=O)OC3(CCCC3)O2)cc1	-4.9	3.6	9.7	6.3	-12.2	-2.1	3.8	13.0	-3.6	-41.9	-3.2
CCN1CCN(CC(=O)N2N=C(c3cccs3)CC2c2ccc(C)cc2)C(=O)C1=O (stereo unspecified)	-1.2	-0.3	-0.1	-1.9	-8.1	-4.0	2.3	18.3	2.5	-3.4	1.3
C(=C(c1ccccc1)c1ccccc1)c1ccccn1	2.8	1.4	-3.6	-6.4	-28.5	8.4	1.8	-47.5	-0.9	-48.0	37.2
CCN(c1ccc(OC)cc1)S(=O)(=O)N1CCCC(C(=O)NCc2cccc(C)c2)C1 (stereo unspecified)	-0.7	-1.4	-1.4	-9.8	-9.2	0.5	-0.1	-2.8	-1.8	-1.9	-2.2
Cc1cnc(NC(=O)CSCc2c(C)noc2C)s1	-4.2	1.8	-1.1	-0.1	5.1	1.6	2.4	-8.0	1.8	-17.2	1.1
O=C(NCc1ccncc1)C12CC3CC(CC(Cl)(C3)C1)C2	9.1	3.4	-1.0	3.9	1.5	-0.1	-0.2	1.2	-0.6	15.7	10.6
COc1ccc(N2CCN(C(=O)CSc3ncnc4c3cnn4-c3ccc(OC)cc3)CC2)cc1	-11.6	·	9.9	-13.7	19.1	-0.3	1.0	1.7	·	-11.2	·
CC(C)c1ccc(NC(=O)CN2C(=O)NC3(CCCCCCC3)C2=O)cc1	0.5	0.5	-5.6	4.9	-3.9	0.5	0.1	-2.3	1.1	15.2	-8.7
Cc1cc(SCC(=O)OCC(=O)N2CCCC2=O)c(C)cc1Br	6.1	-1.4	-6.2	3.5	12.6	-3.3	2.5	15.9	-0.2	0.7	18.5
Cc1ccc(NC(=O)COC(=O)c2ccc3c(c2)NC(=O)C2CCCN32)cc1 (stereo unspecified)	-2.0	3.4	-0.1	-14.0	-11.0	-1.5	1.5	7.8	-1.4	·	174.9
O=C(NC1CCCCC1)C(c1cccnc1)N(C(=O)c1csnn1)c1ccccc1 (stereo unspecified)	1.8	1.0	1.0	3.6	-0.1	-2.5	3.3	15.4	-0.4	-32.3	5.2
CCc1c(C)nc(N)n2c(SCC(=O)N3CCCc4ccccc43)nnc12	18.4	0.3	12.5	-1.2	0.3	-0.8	1.6	4.2	-1.2	·	1.3
CCCN(CC(=O)Nc1ccccc1C)C(=O)c1ccc(-c2ccc([N+](=O)[O-])cc2)o1	-2.1	1.1	8.7	-8.5	-0.5	-0.7	1.1	2.8	0.2	-5.5	-4.0
Cc1ccc(NC2c3ncccc3C(=O)N2Cc2cccs2)cc1 (stereo unspecified)	1.9	4.3	-1.4	3.5	3.0	-1.9	4.4	9.9	0.0	4.2	0.2
CCOC(=O)C1CCN(Cc2coc3ccc(Cl)cc3c2=O)CC1	0.5	2.3	-1.5	-9.0	3.3	-1.1	3.3	6.2	-0.4	-31.0	19.3
Cc1ccc2c(c1)c1ncnc(N3CCN(c4ccccc4)CC3)c1n2C	-5.5	3.8	-3.6	7.5	6.1	0.8	2.8	-3.5	-1.1	·	328.0
CCCc1[nH]nc2c1C(C1CCCCC1)C(C#N)=C(N)O2 (stereo unspecified)	3.2	-2.5	0.9	-3.5	-13.5	0.5	1.9	-2.4	-0.7	-45.0	30.2
Cc1c(C(=O)OC(C)C)sc(NC(=O)c2cccnc2)c1C#N	-3.1	2.7	3.5	-9.8	-11.1	0.1	2.5	-0.5	1.1	-26.2	7.7
CC(C)C(c1nnnn1C1CCCCC1)N1CCOCC1 (stereo unspecified)	-3.1	-2.1	-6.0	-9.2	-0.1	-3.0	-1.5	15.8	-2.9	·	19.1
COc1ccc(CC(=O)OCN2C(=O)c3ccccc3C2=O)cc1OC	5.8	3.7	-5.2	-17.1	-13.5	-0.2	0.0	1.3	-0.2	-5.9	i
CCOC(=O)c1cnc(-n2nc(C)cc2C)nc1NC1CCCC1	5.9	2.8	-1.7	-11.4	-4.6	3.5	0.5	-17.9	-3.2	-35.0	275.5
CC1(c2ccc3c(c2)OCO3)NC(=O)N(CC(=O)c2ccc[nH]2)C1=O (stereo unspecified)	0.1	0.8	2.8	-3.9	0.6	-3.1	1.1	15.3	1.2	-25.2	1.2
